High-throughput results: PubChem BioAssay, several laboratories
TWEAK-Fn14 inh = blocks TWEAK-Fn14 interaction in a reporter cell assay. inhibition, % at 10 µM. AID 1159606. actives 2% (n = 360,000). TWEAK-stimulated Fn14 reporter cells, luciferase luminescence, 8 h; in the data active = inhibition above about 50%
KKLEB tox = counter-screen for CF NF-kB inhibitors: cytotoxicity; activity change (cytotoxicity), % at 5 µM; AID 602141; actives 0.36% (n = 360,000); KKLEB CF airway cells viability, ATPlite luminescence, overnight; stronger effect = lower value; cells stimulated with P. aeruginosa culture filtrate;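 active = corrected activity change at or below -50% at 5 µM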
LMP1 NFkB inh = inhibitors of Epstein-Barr LMP1-induced NF-kappaB reporter | inhibition, % at 12.5 µM | LMP1-induced NF-kappaB luciferase reporter cells, luminescence | AID 504558 | actives 0.69% (n = 350,000); in the data active = inhibition above about 41%;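 note: 0% = neutral control wells and 100% = reference inhibitor control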
SRC1 inh = inhibitors of human steroid receptor coactivator 1 (SRC1) | actives 0.12% (n = 360,000) | Q15788 | inhibition, % at 3.6 µM | HEK293 GAL4-SRC1 luciferase reporter, luminescence;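 active = inhibition above the campaign mean plus 3 SD, with each screening campaign given its own cutoff, cut at about 60% in these data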;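 note: 0% = DMSO treated cells and 100% = gossypol at 36 µM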
Target sequence (Q15788 whole entry, looked up, the tested form may be a part): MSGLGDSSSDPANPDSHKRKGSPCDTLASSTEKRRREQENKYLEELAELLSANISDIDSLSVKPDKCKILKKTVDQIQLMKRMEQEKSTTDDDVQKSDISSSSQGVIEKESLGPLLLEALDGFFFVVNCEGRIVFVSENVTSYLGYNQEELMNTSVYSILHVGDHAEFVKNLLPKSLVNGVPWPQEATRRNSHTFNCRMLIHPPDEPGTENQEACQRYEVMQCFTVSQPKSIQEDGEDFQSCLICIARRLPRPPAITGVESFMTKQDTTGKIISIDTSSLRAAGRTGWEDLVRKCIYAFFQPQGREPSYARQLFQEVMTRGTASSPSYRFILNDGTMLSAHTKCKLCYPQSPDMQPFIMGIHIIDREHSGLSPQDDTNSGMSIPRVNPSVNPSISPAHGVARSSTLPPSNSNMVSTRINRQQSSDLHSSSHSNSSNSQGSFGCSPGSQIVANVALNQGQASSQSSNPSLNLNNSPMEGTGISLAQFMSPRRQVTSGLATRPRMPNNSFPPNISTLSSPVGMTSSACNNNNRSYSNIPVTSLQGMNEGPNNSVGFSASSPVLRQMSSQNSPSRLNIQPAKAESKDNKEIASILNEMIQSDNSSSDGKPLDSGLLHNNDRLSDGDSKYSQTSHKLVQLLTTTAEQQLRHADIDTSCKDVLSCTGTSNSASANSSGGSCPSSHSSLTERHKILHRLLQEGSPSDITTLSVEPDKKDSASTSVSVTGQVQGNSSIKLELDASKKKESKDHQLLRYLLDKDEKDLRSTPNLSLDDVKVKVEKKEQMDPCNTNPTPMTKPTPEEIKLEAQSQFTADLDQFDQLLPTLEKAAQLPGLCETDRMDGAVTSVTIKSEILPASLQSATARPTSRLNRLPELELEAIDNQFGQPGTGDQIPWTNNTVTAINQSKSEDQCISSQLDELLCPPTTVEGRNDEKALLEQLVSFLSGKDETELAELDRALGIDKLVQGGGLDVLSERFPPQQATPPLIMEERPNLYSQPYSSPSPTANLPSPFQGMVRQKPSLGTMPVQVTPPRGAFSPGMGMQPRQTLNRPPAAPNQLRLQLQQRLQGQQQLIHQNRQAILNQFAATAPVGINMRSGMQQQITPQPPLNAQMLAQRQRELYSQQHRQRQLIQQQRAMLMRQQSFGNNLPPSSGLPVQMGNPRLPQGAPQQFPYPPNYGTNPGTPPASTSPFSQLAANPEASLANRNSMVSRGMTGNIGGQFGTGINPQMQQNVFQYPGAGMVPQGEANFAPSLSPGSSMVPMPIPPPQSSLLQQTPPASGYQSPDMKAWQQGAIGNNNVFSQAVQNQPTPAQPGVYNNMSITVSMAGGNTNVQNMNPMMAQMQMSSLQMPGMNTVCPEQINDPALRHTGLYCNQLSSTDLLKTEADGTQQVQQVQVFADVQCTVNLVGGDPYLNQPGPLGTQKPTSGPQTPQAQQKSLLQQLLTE
CF NFkB block = inhibitors of cystic fibrosis induced NF-kB; KKLEB NF-kB-GFP reporter, PAF-induced, GFP fluorescence overnight; inhibition, % at 5 µM; actives 0.86% (n = 360,000);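 active = at least 50% inhibition at 5 µM, scaled per plate between neutral and stimulator controls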;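 note: PAF is a Pseudomonas aeruginosa culture filtrate used as stimulus; plate controls were PAF-stimulated DMSO wells for no effect and unstimulated DMSO wells for full effect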
LRH-1 inv ag = NR5A2 inverse agonism in reporter assay. actives 0.13% (n = 360,000). HEK293T StAR-luciferase reporter, LRH-1 transfected, 24 h. inhibition, % at 3.6 µM;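 active = inhibition above the mean inhibition of all tested compounds plus 3 SD, cut at about 73% in these data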;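 note: 0% = DMSO wells and 100% = reporter-only cells lacking LRH-1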
TROY NFkB inh = inhibitors of TROY-dependent NF-kB signaling. Q293 LMP1-TROYcd NF-kB luciferase reporter, 4 h. inhibition, % at 10 µM. actives 0.98% (n = 360,000). AID 1347056;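 active = compounds whose plate-normalised and pattern-corrected inhibition of the luciferase reporter signal at the single screening dose is 50% or more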
Shn3 3UTR inh = inhibitors of Schnurri-3 3'UTR reporter in osteoblasts | Clone20 osteoblast Shn3 3'UTR firefly luciferase, 24 h | inhibition, % at 12.5 µM | actives 0.52% (n = 360,000) | AID 588674;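 active = mean inhibition of at least 75% with every replicate also reaching 75%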;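 note: 0% = median of neutral control wells and 100% = pilot-screen positive control compound; some compounds past the cut are filed as inactive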
TRAIL sens C8 = sensitizes caspase-8 expressing cells to TRAIL. AID 624354. NB7+C8 cells + TRAIL, ATPlite viability luminescence. inhibition (viability loss, TRAIL sensitization), % at 10 µM. actives 1% (n = 360,000);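 active = compounds causing at least 50% loss of cell viability in the single-dose screen, relative to plate controls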
NR2F2 inh = NR2F2 (human) inhibition, primary screen. P24468. HEK293T NGFI-A luciferase reporter, luminescence. inhibition, % at 8.6 µM. actives 0.7% (n = 370,000). AID 686940;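 active = inhibition above a per-plate cutoff, mean inhibition of test wells between control levels plus 3 SD, cut at about 38% in these data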;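 note: cells cotransfected with COUP-TFII expression vector driving the NGFI-A reporter; 0% = median of COUP-TF2 test wells and 100% = reporter-only cells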
NCOA3 inh = inhibitors of human steroid receptor coactivator 3 (SRC3); Q9Y6Q9; HEK293 GAL4-SRC3 luciferase reporter, luminescence; inhibition, % at 3.6 µM; actives 0.17% (n = 360,000); AID 588352;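 active = inhibition above a per-campaign cutoff, the mean of all compounds plus 3 SD, cut at about 60% in these data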;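 note: 0% = DMSO-treated cells and 100% = gossypol-treated cells at 36 µM; higher means less SRC3-driven luciferase light from the GAL4 reporter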
* hit, by the source's call; . = not tested or not shown. An excerpt. The share of hits here may be higher or lower than overall.

(1) COc1cccc(C2C(C(=O)OC(C)C)=C(C)N=c3s/c(=C\c4ccc(C(=O)O)cc4)c(=O)n32)c1 (stereo not drawn)
(2) O=C(NCc1ccc(/C=N\NC(=O)C(=O)Nc2ccccc2Br)o1)C(=O)Nc1ccccc1
(3) O=C(CN1C(=O)c2ccccc2C1=O)NCCOc1ccccc1
(4) O=C(NCc1ccccc1)c1cc(S(=O)(=O)N2CCOCC2)ccc1F
(5) O=C(O)CCC(=O)Nc1ccc(N=Nc2ccccc2)cc1
(6) O=C(N/C(=C\c1cccc(Br)c1)C(=O)N1CCOCC1)c1ccco1
(7) NC1=NC(=O)S/C1=C\c1ccc(F)cc1
(8) O=C(CCCCCNC(=O)c1ccccc1)N/N=C/c1ccccc1
Compound	1	2	3	4	5	6	7	8
TWEAK-Fn14 inh	23	-40	2	31	-18	3	-27	-4
KKLEB tox	17	-19	0	4	0	4	-23	-11
LMP1 NFkB inh	-2	0	-1	-3	-13	-11	3	2
SRC1 inh	5	4	6	-26	-14	-1	2	0
CF NFkB block	-4	-4	-1	-15	8	-2	-17	8
LRH-1 inv ag	-12	-8	-1	10	-6	15	-9	-11
TROY NFkB inh	-15	13	16	27	-18	13	15	-14
Shn3 3UTR inh	1	-6	-19	-10	-4	-10	-16	-6
TRAIL sens C8	-12	-2	0	-11	-2	-1	-7	-6
NR2F2 inh	-21	18	2	0	.	-18	4	-2
NCOA3 inh	-20	-26	17	6	0	5	19	13

(9) CCCNc1ncnc2c1cnn2C1CCCCO1 (stereo not drawn)
(10) Cc1ccc(CC(NC(=O)c2ccccc2)C(=O)NC(Cc2ccccc2)C(=O)O)cc1 (stereo not drawn)
(11) O=C(c1cccc(S(=O)(=O)N2CCN(c3ccccc3)CC2)c1)N1CC=C(c2ccccc2)CC1
(12) COc1ccc(CN(C(=O)Cn2nnc3ccccc32)C(C(=O)NC(C)(C)C)c2ccco2)cc1 (stereo not drawn)
(13) CCCCNC(=S)N(Cc1ccco1)Cc1cc2cc3c(cc2[nH]c1=O)OCCO3
(14) Cc1cccc2cc(-c3nc4ccc(C(=O)O)cc4[nH]3)c(=O)oc12
(15) C=CCn1c(Cc2ccc(OC)cc2)nnc1SCC(=O)NCCc1ccccc1
(16) CCc1c(O)nc(SCC(=O)Nc2ccccc2C)n(-c2ccc(C)cc2)c1=O
Compound	9	10	11	12	13	14	15	16
TWEAK-Fn14 inh	-19	-3	22	-5	22	85*	0	-1
KKLEB tox	-9	-6	-8	4	1	-3	0	0
LMP1 NFkB inh	1	-7	12	-12	-1	9	-6	-4
SRC1 inh	-65	-3	-64	9	-27	-105	15	-7
CF NFkB block	15	4	17	-12	0	-4	-6	4
LRH-1 inv ag	-21	1	32	-6	-3	-128	5	49
TROY NFkB inh	-15	-13	-9	-15	-25	1	1	-11
Shn3 3UTR inh	-20	-5	35	9	16	-61	-23	-5
TRAIL sens C8	10	1	8	-5	0	54*	16	-6
NR2F2 inh	10	-11	-8	-1	-17	.	-6	3
NCOA3 inh	-11	1	-16	5	4	-45	27	4

Just LMP1 NFkB inh and LRH-1 inv ag (two entries from above):
| no. | Compound | LMP1 NFkB inh | LRH-1 inv ag |
| --- | --- | --- | --- |
| 9 | CCCNc1ncnc2c1cnn2C1CCCCO1 (stereo not drawn) | 1 | -21 |
| 10 | Cc1ccc(CC(NC(=O)c2ccccc2)C(=O)NC(Cc2ccccc2)C(=O)O)cc1 (stereo not drawn) | -7 | 1 |

(cont.)
(17) CCN(CC)C(=O)CSc1nc(O)cc(=O)n1-c1ccccc1OC
(18) COCc1cccc(NC(=O)Cc2cccc3ccccc23)c1
(19) Cc1cc(N2CCN(C)CC2)nc2ccc(NC(=O)CCC(=O)NCCC3=CCCCC3)cc12
(20) CCCCc1c(-c2cccc(F)c2)ncn1CCc1ccccc1OC
(21) Cc1ccc(OS(=O)Nc2cccc3nccnc23)cc1 (stereo not drawn)
(22) NC(=O)c1ccccc1NS(=O)(=O)c1ccc2c(c1)OCCO2
(23) Cc1cc(Nc2ccc(Cl)cc2)n2nnnc2n1
(24) O=C(NCc1nnc(SCC(=O)N2CCC(Cc3ccccc3)CC2)o1)c1ccccc1F
Compound	17	18	19	20	21	22	23	24
TWEAK-Fn14 inh	-11	9	-30	36	-8	3	8	2
KKLEB tox	9	-5	-9	.	4	-7	-2	7
LMP1 NFkB inh	-3	2	-16	.	9	3	-2	-9
SRC1 inh	-4	-8	-2	.	1	-4	11	-6
CF NFkB block	8	5	-12	.	-6	0	-14	-4
LRH-1 inv ag	12	7	-12	5	-17	-5	0	19
TROY NFkB inh	14	12	-6	25	20	5	-4	7
Shn3 3UTR inh	-3	4	-1	.	5	-12	-1	24
TRAIL sens C8	4	-3	-8	8	-5	-15	-5	1
NR2F2 inh	.	-13	11	26	3	1	-2	10
NCOA3 inh	6	15	-5	.	-4	6	6	5

(25) Cc1ccc(OCC(=O)NCc2cccs2)c([N+](=O)[O-])n1
(26) CCOc1cc(C(=O)Nc2cc3c(cc2N2CCCC2)n(C)c(=O)n3C)cc(OCC)c1OCC
(27) O=C(O/C(=C/c1ccccc1)C(F)(F)F)c1ccccc1
(28) CCC1CCCCN1Cc1c(O)ccc2c(=O)c(-c3ccccc3)coc12 (stereo not drawn)
(29) COc1ccc(Cc2nnc(SCC(=O)c3ccc(OC)cc3)o2)cc1
(30) Cc1cc(NS(=O)(=O)c2cccc([N+](=O)[O-])c2)no1
(31) CCCNc1cc(=S)nc(N)[nH]1
(32) CC1Cc2ccccc2N1C(=O)CSc1nnnn1Cc1ccccc1 (stereo not drawn)
Compound	25	26	27	28	29	30	31	32
TWEAK-Fn14 inh	1	-20	-1	3	10	-13	5	6
KKLEB tox	2	-15	-12	-1	2	23	-3	-8
LMP1 NFkB inh	3	0	8	11	5	2	0	4
SRC1 inh	-32	8	-1	11	-10	-5	6	-8
CF NFkB block	2	16	32	-15	-6	2	6	3
LRH-1 inv ag	-14	14	-9	-3	-8	12	0	15
TROY NFkB inh	-7	-20	-5	3	28	9	-8	7
Shn3 3UTR inh	-30	-17	1	19	-7	-15	4	-13
TRAIL sens C8	-9	-22	-8	-2	-11	3	-11	7
NR2F2 inh	1	7	-9	9	-10	1	21	11
NCOA3 inh	0	-33	-11	5	4	4	1	0

Molecules from the list above containing a COOH group (4):
(1) COc1cccc(C2C(C(=O)OC(C)C)=C(C)N=c3s/c(=C\c4ccc(C(=O)O)cc4)c(=O)n32)c1 (stereo not drawn)
(5) O=C(O)CCC(=O)Nc1ccc(N=Nc2ccccc2)cc1
(10) Cc1ccc(CC(NC(=O)c2ccccc2)C(=O)NC(Cc2ccccc2)C(=O)O)cc1 (stereo not drawn)
(14) Cc1cccc2cc(-c3nc4ccc(C(=O)O)cc4[nH]3)c(=O)oc12
Compound	1	5	10	14
TWEAK-Fn14 inh	23	-18	-3	85*
KKLEB tox	17	0	-6	-3
LMP1 NFkB inh	-2	-13	-7	9
SRC1 inh	5	-14	-3	-105
CF NFkB block	-4	8	4	-4
LRH-1 inv ag	-12	-6	1	-128
TROY NFkB inh	-15	-18	-13	1
Shn3 3UTR inh	1	-4	-5	-61
TRAIL sens C8	-12	-2	1	54*
NR2F2 inh	-21	.	-11	.
NCOA3 inh	-20	0	1	-45

Next part:
(33) O=C(Nc1nc2ccc(F)cc2s1)c1cccs1
(34) O=C(CSC1=NC(=O)C(c2ccccc2)C(=O)N1)Nc1ccccc1[N+](=O)[O-] (stereo not drawn)
(35) O=C(NCc1cccnc1)c1ccccc1Br
(36) O=[N+]([O-])c1cc(Cl)cc(C2=NCCN2)c1
(37) COc1ccc(NS(=O)(=O)c2ccc3c(c2)NC(=O)C(C)S3)cc1 (stereo not drawn)
(38) CC(CNCC1CCCO1)COc1ccccc1 (stereo not drawn)
(39) FC(F)(F)c1cc(C(F)(F)F)c2ccc(Oc3ccccc3)nc2n1
(40) CC(C)(C#CC(O)(c1ccccc1)c1ccccc1)N1CCCCC1
Compound	33	34	35	36	37	38	39	40
TWEAK-Fn14 inh	43	1	4	3	9	-1	-12	5
KKLEB tox	8	9	-16	2	0	-1	8	-8
LMP1 NFkB inh	-47	5	-13	-6	14	-12	-2	-4
SRC1 inh	-117	2	-6	-11	1	-11	5	3
CF NFkB block	-52	-5	28	1	9	-2	-5	6
LRH-1 inv ag	-91	11	5	10	13	3	-4	2
TROY NFkB inh	-10	-12	8	6	-1	2	16	-11
Shn3 3UTR inh	-67	-2	6	8	28	-18	10	12
TRAIL sens C8	34	-5	-11	2	17	10	-22	11
NR2F2 inh	-32	8	-5	-16	6	2	-6	-4
NCOA3 inh	-95	-10	10	-6	9	5	-8	1

(41) Cc1c(NC(=O)c2ccccc2F)c(=O)n(-c2ccccc2)n1C
(42) Cc1nc2cc3sc(C)nc3cc2s1
(43) CC1=C/C(=N\S(=O)(=O)c2ccccc2)C(C(C)C)=CC1=O
(44) COc1cccc(CNc2ccc([N+](=O)[O-])cc2C)c1
(45) O=C1OC(/C(=C\Nc2ccccc2)[N+](=O)[O-])c2ccccc21 (stereo not drawn)
(46) CN1C(=O)SC(Nc2ccc(F)cc2)C1=O (stereo not drawn)
(47) Cc1cc(C)n(C(=O)Cn2nc(C)c(Cl)c2C)n1
(48) CCOC(=O)C1=C(C)NC2(O)c3ccccc3C(=O)C12O (stereo not drawn)
Compound	41	42	43	44	45	46	47	48
TWEAK-Fn14 inh	-4	0	14	25	15	0	14	2
KKLEB tox	5	9	-19	0	-2	3	2	0
LMP1 NFkB inh	-10	-5	0	-16	-6	-8	-13	9
SRC1 inh	7	-22	2	4	-4	-19	4	13
CF NFkB block	10	-1	27	-12	13	-2	-15	0
LRH-1 inv ag	-20	-5	12	26	11	8	-5	16
TROY NFkB inh	-17	-10	3	-41	2	-14	6	21
Shn3 3UTR inh	1	-33	40	-8	-17	-7	-70	0
TRAIL sens C8	-8	2	0	-1	5	0	2	-5
NR2F2 inh	11	-10	1	-8	4	14	-10	9
NCOA3 inh	-10	6	1	7	27	-20	-26	24
